# Screening results (PubChem)
# GLP1R ag = agonists of human GLP-1 receptor. hit rate 0.007% among 380,000. Potency, µM (doses to about 45.6 µM), without a hit: at the top dose activation, hits mostly activators. AID 624172. HEK293 GLP-1R CRE-luciferase, luminescence, 4-6 h; cells express a hypersensitive GLP-1R form. P43220; further: potency means the concentration at half of the fitted maximal effect; % of control where 0% means no effect
# Target sequence (P43220 whole entry, looked up): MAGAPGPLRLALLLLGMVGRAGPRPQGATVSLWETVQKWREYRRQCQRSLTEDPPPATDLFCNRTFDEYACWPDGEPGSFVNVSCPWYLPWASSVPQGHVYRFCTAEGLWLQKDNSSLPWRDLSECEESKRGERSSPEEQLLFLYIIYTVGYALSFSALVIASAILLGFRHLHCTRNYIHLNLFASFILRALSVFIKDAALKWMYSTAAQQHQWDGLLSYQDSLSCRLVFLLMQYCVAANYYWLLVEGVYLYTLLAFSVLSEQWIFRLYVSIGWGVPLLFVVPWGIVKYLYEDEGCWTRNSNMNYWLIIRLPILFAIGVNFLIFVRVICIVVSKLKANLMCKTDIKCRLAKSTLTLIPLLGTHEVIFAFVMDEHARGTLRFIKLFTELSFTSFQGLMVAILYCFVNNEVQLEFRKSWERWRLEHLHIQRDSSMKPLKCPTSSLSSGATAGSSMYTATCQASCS
# PTHR1 ag = activates the human parathyroid hormone receptor PTHR1; Q03431; HEK293 GP2 PTHR1 cells, GloSensor cAMP luminescence, 1 h; Potency, µM (top dose mostly 115 µM), inactives show at the top dose activation, hits mostly activators; hit rate 0.075% among 410,000; AID 743266; further: potency means the concentration at half of the fitted maximal effect; nearly all actives have a fitted effect of over 55% in size; some results filed as inactive show a strong effect at the top dose; inactives centre near -15; many of its hits are not listed in these tables
#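 HEK-293-derived GP2 cells expressing PTHR1 and a GloSensor cAMP reporter, 3,000/well, plated overnight, given luciferin plus IBMX (each 0.5 mM as added) for 1 h at 37 °C, then compound for 1 h at 37 °C. Luminescence was read after 15 min at room temperature.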
# PLK1 PBD inh = blocks phosphopeptide binding to human PLK1 polo-box domain. Potency, µM, for the others: max response, negative = inhibition, usual class: inhibitors. Plk1 PBD binding of FITC phosphopeptide, fluorescence polarization. P53350. hit rate 2.8% among 360,000; further: potency means the concentration at half of the fitted maximal effect; series mostly up to about 57 µM; on the % scale 0 is the no-effect control and ±100 the full control effect; nearly all actives have a fitted effect of over 65% in size
# GLP-1R inv ag = acts as inverse agonist at human GLP-1 receptor | P43220 | HEK293 GLP-1R CRE-luciferase, luminescence, 24 h; GLP-1R form is constitutively active | Potency, µM (highest dose often 38.3 µM), without a hit: at the highest dose activity change, negative = inhibition, hits mostly inhibitors | hit rate 1.6% among 410,000; further: potency means the concentration at half of the fitted maximal effect; on the % scale 0 is the no-effect control and ±100 the full control effect; nearly all actives have a fitted effect of over 55% in size
#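 Readout was luciferase luminescence, measured 12 min after detection reagent at room temperature. Beforehand, GLP-1R reporter HEK293 cells had sat 12 h, then received compounds for 24 hr at 37 deg C.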
# IL-2 act = activators of IL-2; IL-2 activation reporter assay, cell-based qHTS; stimulated with anti-CD3/CD4/CD28 beads; in transgenic mouse T cells; hit rate 0.065% among 360,000; AID 652025; activation, % (series mostly up to about 46 µM); in the data active means activation above about 50%; inconclusive means mostly about 30% to 49%; further: 0% is about no effect
#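 First, unstimulated transgenic mouse T cells were exposed to compound for 60 min. Next, anti-CD3/anti-CD4-coated beads with anti-CD28 were added. Finally, after 18 h at 37 degrees C, EGFP and DsRed were imaged.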
# EPAC1 antag = antagonists of human EPAC1 | O95398 | EPAC1 GEF assay, Rap1b-BODIPY-GDP exchange fluorescence | Potency, µM (top dose mostly 115 µM), for inactives: at the highest dose activity change, negative = inhibition, most hits filed as inhibitors | hit rate 0.14% among 360,000 | AID 720709;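 further: potency means the concentration at half of the fitted maximal effect; plate controls were vehicle for no effect and positive control for full effect; nearly all actives have a fitted effect of over 50% in size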
# EPAC1 ag = EPAC1 (human) agonism; O95398; EPAC1 agonist qHTS, biochemical assay; response scale: 100% = response to 6.5 mM cAMP; Potency, µM (highest dose often 154 µM), without a hit: at the top dose activation, hits mostly activators; hit rate 0.073% among 360,000; AID 720707; further: potency means the concentration at half of the fitted maximal effect; nearly all actives have a fitted effect of over 60% in size
#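 Normalized to 6.5 mM cAMP, activity reflects EPAC1-catalysed release of BODIPY-GDP from Rap1B, followed kinetically over 30 min at 480 nm excitation, 540 nm emission. Reaction contained 100 nM EPAC1, 250 nM Rap1B-BODIPY-GDP, 50 uM GDP.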
# PI5P4K alpha inh = PI5P4K alpha (human) kinase inhibition | P48426 | PI5P4Kalpha enzyme, ADP-Glo luminescence, 60 min; hits give low values | max response, % | hit rate 1.2% among 330,000 | AID 652105; active means max response of -50% or lower; inconclusive means between -30% and -50%; inactive means -30% or higher; further: value at the top dose of about 77 µM; on the % scale 0 is the no-effect control and ±100 the full control effect
# Target sequence (P48426 whole entry, looked up): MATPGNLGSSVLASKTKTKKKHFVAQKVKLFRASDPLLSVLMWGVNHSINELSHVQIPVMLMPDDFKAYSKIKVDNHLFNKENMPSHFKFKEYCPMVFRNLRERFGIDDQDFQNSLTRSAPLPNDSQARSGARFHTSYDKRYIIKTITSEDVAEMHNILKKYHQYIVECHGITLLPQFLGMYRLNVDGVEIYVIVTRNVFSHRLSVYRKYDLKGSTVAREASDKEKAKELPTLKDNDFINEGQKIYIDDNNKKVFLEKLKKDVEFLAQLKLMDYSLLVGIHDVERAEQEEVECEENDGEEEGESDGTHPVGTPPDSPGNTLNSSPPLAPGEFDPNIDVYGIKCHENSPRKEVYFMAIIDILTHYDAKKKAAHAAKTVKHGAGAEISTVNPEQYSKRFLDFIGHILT
#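 ADP-Glo luminescence end-point after a 60 min room-temperature kinase reaction. PI5P4Kalpha and substrate in HEPES pH 7.4 buffer with EGTA, 0.1% CHAPS and 5% DMSO; ATP at 5 microM final.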
# HEK293 tox = cytotoxicity counter-screen for GLP-1 receptor inverse agonists; hit rate 0.13% among 410,000; Potency, µM (top dose mostly 38.3 µM), for inactives: at the top dose activity change, negative = inhibition, usual class: inhibitors; HEK293 cAMP-luciferase reporter cells, luminescence, 24 h;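 further: loss of luciferase light is scored as toxicity; potency means the concentration at half of the fitted maximal effect; on the % scale 0 is the no-effect control and ±100 the full control effect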
#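 Quantitative HTS format, 1536 wells, 200 cells/uL seeded. Compounds: 23 nL, 24 h, 37 °C. Detection: luciferase reagent, luminescence at 12 min RT; decreased signal taken as cytotoxic.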
# An asterisk follows results filed as active; i = inactive; ? = inconclusive; . = not tested or not shown; & = joins results of further samples; [ ] = dose if it differs, or a comment. Unless noted, the call rests on the fitted dose curve; in most records, active means well fitted curve in the direction sought with a large enough effect; inconclusive means small, poorly fitted or top-dose-only effect, or another doubt; inactive means no such curve, though single readings can be large; an effect the other way counts as inactive or inconclusive.
Compound,GLP1R ag,PTHR1 ag,PLK1 PBD inh,GLP-1R inv ag,IL-2 act,EPAC1 antag,EPAC1 ag,PI5P4K alpha inh,HEK293 tox
COc1ccc(OC)c(NC(=O)CC(NC(C)=O)c2ccccc2)c1 (stereo not given),0%,i,-15%,31%,-1.1,8%,-3%,-5,4%
CCN(CC)C(=O)C1CCCc2c1[nH]c1ccc(Cl)cc21 (stereo not given),-7%,-14%,-13%,4.5µM*,-1.5,-8%,-1%,1,-16%
COc1cccc(NC(=S)NCc2ccco2)c1,15%,-9%,-9%,7%,0.6,-1%,-7%,-5,5%
Cc1ccccc1OCCCCn1c(CO)nc2ccccc21,12%,-30%,0%,?,-4.4,?,1%,16,-14%
COc1ccccc1OCc1ccc(C(=O)NC(C)c2ccccc2)o1 (stereo not given),23%,?,-16%,?,-0.3,-12%,7%,3,12%
COc1ccc(C(=O)Nc2ccccc2[N+](=O)[O-])cc1S(=O)(=O)N1CCOCC1,1%,-13%,-1%,16%,-2.7,2%,-3%,6,-40%
C/C(=N\Nc1ccc([N+](=O)[O-])cc1)c1ccc2c(c1)OCO2,16%,i,-11%,48%[activator],-1.3,-10%,-4%,-3,22%
Cc1nc(SCc2ccc(C#N)cc2)n[nH]1,-7%,i,-6%,4%,0.5,-8%,-2%,0,-9%
COc1cc(S(=O)(=O)N2CCC(c3nc4ccccc4s3)CC2)ccc1S(=O)(=O)NC1CCCC1,-2%,-14%[57.5 µM],0%&-7%,-20%,-1.4,6%,14%,.,-6%
Cc1ccccc1C(=O)Nc1cccc(C(=O)N/N=C/c2ccc3c(c2)OCO3)c1,23%,-7%,-4%,?,0.5,-27%,6%,1,-17%
CN(C(=O)CSc1nc(N)c2c3c(sc2n1)CSC(C)(C)C3)c1ccccc1,-1%,-91%[inhibitor],-23%,-53%,-0.4,0%,14%,-9,-16%
COC(=O)c1[nH]c2ccc(C)cc2c1NC(=O)Nc1ccccc1OC,12%,-37%[inhibitor][57.5 µM],-8%,15%,0.4,0%,-8%,-3,-1%
CCN(CC)S(=O)(=O)c1ccc(NN)nc1,2%,-19%,24µM*,8%,0.8,1%,14%,-12,?
CCOC(=O)CC1(C)N(S(=O)(=O)c2ccc(C)cc2)c2ccccc2N1S(=O)(=O)c1ccc(C)cc1,.,-23%,1%,22%,-0.2,0%,-8%,6,-6%
Cc1cc(N(CN2CCCC2=O)C(=O)c2ccc(OC(C)C)cc2)no1,0%,i,-15%,14%,-3.5,11%,7%,2,4%
COc1cccc(C2NC(=O)NC(C)=C2C(=O)Nc2ccc(C)cc2)c1 (stereo not given),-4%,i,-11%,-11%,-1.3,6%,0%,1,5%
Cc1cc(=O)[nH]c(N)n1,-1%,i,-2%,-9%,-0.4,21%,-4%,-5,-1%
CCCCn1c(SCC2CCCO2)nc2cc(S(N)(=O)=O)ccc21 (stereo not given),17%,-16%,-2%,9%,-2.1,6%,-3%,-13,-1%
Cc1cccc(C)c1OCC(O)CN1CCC(CN2C(=O)c3cccc4cccc(c34)C2=O)CC1 (stereo not given),-4%,-29%[57.5 µM],1%,?,-3.8,15%,7%,0,-14%
O=[N+]([O-])c1cccc(C2=NC(c3ccccc3)CO2)c1 (stereo not given),5%,i,1%,52%[activator],0.0,-7%,0%,-1,2%
Cc1ccccc1-n1c(SCC(=O)NCC2CCCO2)nnc1-c1ccncc1 (stereo not given),-6%,i,3%,2%,-0.6,-6%,-5%,-2,11%
CC(=O)c1cccc(NC(=O)/C(=C\c2cccnc2)NC(=O)c2ccco2)c1,11%,i,-3%,-29%,-1.0,7%,-1%,0,-10%
COc1cccc(CNC(=O)CSC(=S)N2CCCC2)c1,12%,-45%[inhibitor],-29%,-15%,0.2,-3%,6%,-2,2%
Cc1nnc(Sc2nc3c(c(=O)n(C)c(=O)n3C)n2Cc2ccccc2Cl)s1,7%,i,-6%,20%,-1.6,-5%,1%,-2,1%
C/C=C(\C)CN1CCC(n2nccc2NC(=O)CCOc2ccccc2)CC1,5%,i,-11%,-24%,-0.3,-9%,-29%,3,-23%
COc1cccc(COc2ccccc2C2Nc3ccc(Br)cc3C(=O)N2NC(=O)c2ccncc2)c1 (stereo not given),3%,i,-10%,0%,-4.2,-1%,1%,0,1%
CC1=CC(C)(C)n2c(O)c(N=N)c3c(C)c(C)cc1c32,?,i,-11%,13%,0.7,-18%,13%,23,-12%
COCCNC(=O)C1(C)CCN(C(=O)c2cc(-c3ccccc3)cs2)C1 (stereo not given),19%,-17%,-3%,18%,0.1,2%,-3%,1,3%
O=C1ON=C(c2ccc(Cl)cc2)/C1=C/c1ccc(O)cc1,-5%,-50%[inhibitor],0.47µM*,2%,-1.3,-16%,-7%,?,5%
CCc1ccc([C@H]2[C@@H]3C(=O)C[C@@H]4C(=O)N(Cc5ccccc5)C(=O)[C@@H]4[C@@H]3CN2S(=O)(=O)c2ccc(C)cc2)cc1,3%,-25%,-4%,-6%,-0.7,-9%,-5%,8,1%
Cc1ccsc1C(=O)OCC(=O)c1cc(C)n(CC2CCCO2)c1C (stereo not given),-16%,-34%,0%,-89%,-2.7,?,11%,-10,-8%
O=C(CSCc1ccccc1Br)N/N=C/c1ccc2c(c1)OCO2,21%,-28%,-5%,-56%,-2.3,-30%,1%,12,-25%
COc1ccccc1S(=O)(=O)N(C)C[C@@H]1OCc2cnnn2CCCC(=O)N([C@@H](C)CO)C[C@H]1C,-6%,-34%,2%,17%,1.2,1%,-10%,-1,-4%
CC(=O)NC(c1ccccc1)c1nc(-c2ccccc2C)cs1 (stereo not given),7%,i,-5%,20%,-0.5,-11%,-8%,-5,4%
COC(=O)C[C@H](NC(=O)Cn1cnc(C(=O)Nc2ccc(C)c(C)c2)n1)C(=O)OC,-3%,-30%,-8%,13%,1.3,-7%,-2%,-1,3%
CCOc1ccc(NC(=O)C2CCCN2C(=O)OCc2ccccc2)cc1 (stereo not given),7%,i,-2%,-10%,0.3,4%,-7%,0,1%
CCOc1ccc(Cn2c3ccc(OC)cc3c3nc4ccccc4nc32)cc1,1%,-3%,?,22%,0.1,-8%,-7%,21,3%
CN(CC1COCCO1)c1nc2nonc2nc1N1CCSCC1 (stereo not given),11%,-7%,-10%,6%,-2.4,?,-3%,0,0%
Cc1ccc(NC2=C(Cl)C(=O)OC2OC(C)C)cc1 (stereo not given),-7%,-3%,-13%,?,0.3,-18%,0%,-2,-16%
C=C(C)n1c(=O)[nH]c2ccccc21,-2%,i,-5%,32%[activator],-0.8,-7%,4%,-3,23%
CCOC(=O)c1nnn(-c2ccc(OC)cc2)c1N,14%,-41%[inhibitor],-14%,14%,0.1,-11%,1%,2,3%
COc1ccccc1C(=O)NC1(C(F)(F)F)C(=O)NC(C)=C1C#N (stereo not given),-9%,0%,.,1%,.,.,.,.,26%
CCCC[n+]1ccn(-c2nc3ccccc3nc2[N-]S(=O)(=O)c2ccccc2)c1,-1%,-8%[57.5 µM],-3%,-1%,-0.6,4%,-7%,.,8%
CCC(C)Sc1cc(C(F)(F)F)c(C(=O)Nc2ccc(Cl)cc2)cn1 (stereo not given),-2%,-25%,-1%,?,-0.4,0%,-8%,13,-28%
COc1cc(OC)cc(-c2cn[nH]c2N)c1,18%,-15%,-19%,-16%,0.4,-3%,7%,-4,4%
CCOC(=O)c1nn(-c2ccc(F)cc2)c2nc(CC(C)C)c(C#N)c(=O)n12,0%,-14%,-2%,-4%,-1.6,7%,-18%,.,-6%
COc1ccc(S(=O)(=O)N2CCC3(CC2)OCCN3S(=O)(=O)c2ccc(C)cc2)cc1OC,-1%,-15%,-4%,26%,-3.0,-2%,-7%,9,1%
CCCc1cc(Nc2ccccc2OCC)n2ncnc2n1,14%,7%,-22%,-14%,-1.4,-13%,2%,1,58%[activator]
NC(=O)c1ccccc1NC(=O)CC12CC3CC(CC(Br)(C3)C1)C2,0%,-8%,3%,-12%,-0.2,-3%,0%,4,-7%
CCOc1cc(N2CCOCC2)c(OCC)cc1NC(=O)COC(=O)c1cc(C)cc(C)c1,11%,i,-19%,3%,-3.1,3%,0%,-2,0%

# (further entries)
Compound,GLP1R ag,PTHR1 ag,PLK1 PBD inh,GLP-1R inv ag,IL-2 act,EPAC1 antag,EPAC1 ag,PI5P4K alpha inh,HEK293 tox
CC(NC(=O)/C(=C\c1ccco1)NC(=O)c1ccccc1Br)C(=O)O (stereo not given),0%,?,-19%,-1%,-1.7,14%,6%,-6,0%
Cc1nn(C(=O)c2ccco2)c(C)c1Sc1ccc(Br)cc1,-2%,-25%,1%,0%,-5.5,12%,-3%,5,17%
Cc1c(NC(=O)c2cc3ccccc3o2)cccc1-n1cnnn1,2%,i,-1%,32%,0.4,4%,11%,-2,-6%
Cc1nc(-c2ccccc2)sc1CCNC(=O)c1ccco1,7%,-2%,.,18%,.,.,.,.,2%
COc1ccc(-c2cc(C(=O)Nc3cccnc3)no2)cc1OC,28%,-8%&-10%,-2%,61%&-6%[activator],-2.4,-27%,10%,-3,-8%&-9%
CC1CCN(c2ccc3c(c2)S(=O)(=O)c2cccc(C(=O)NC[C@@H]4CCCO4)c2C3=O)CC1,-3%,-34%[inhibitor],20%,-19%,0.6,-24%,7%,1,3%
Cc1[nH]n(-c2ccccc2)c(=O)c1/C=N/NC(=O)c1ccccc1F,4%,?,-17%,-17%,-3.6,22%,2%,1,?
Nc1cc(-c2ccco2)no1,0%,i,-5%,12%,1.4,-4%,-8%,0,-2%
Cn1cc(S(=O)(=O)N2CCN(c3ccccc3)CC2)c(=O)n(C)c1=O,3%,i,-2%,-5%,-1.0,-6%,-10%,0,-4%

# Not all compounds are listed; the hit share may differ from the screen's.
